High-throughput results (PubChem)
KB-3-1 tox – kills parental KB-3-1 adenocarcinoma cells; Potency, µM (series often up to 46.1 µM), for inactives: top-dose activity change, negative = cytotoxic, hits mostly cytotoxic; hit rate 1.4% among 400,000; KB-3-1 viability, CellTiter-Glo ATP luminescence, 72 h; AID 1347075; also: % is scaled to controls: 0 for no effect and ±100 for the full control effect; nearly all actives have a fitted effect of over 60% in size
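Cells are dispensed, compounds pinned in, plates held at 37 °C for 72 h, then CellTiter-Glo is added and luminescence read after 10 minutes. Cell line: parental KB-3-1 in phenol-red-free DMEM, 10% FBS.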
TDP-43 yeast inh – inhibitors of TDP-43 toxicity in yeast; TDP-43 expressing yeast growth rescue, BacTiter-Glo, 24 h; hit rate 1.8% among 410,000; Potency, µM (titrated, usually from 46.1 µM), for the others: at the highest dose growth rescue (activation), hits mostly activators; also: % of control where 0% means no effect; nearly all actives have a fitted effect of over 50% in size
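In this qHTS, compounds that restore growth of yeast expressing TDP-43 appear as activators. Cells (OD600=0.02, galactose medium, raffinose-pregrown) are incubated with compound 24 hr at 30 deg C and growth is quantified by BacTiter-Glo.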
SW480 rereplic – DNA re-replication induction in SW480 cells. Potency, µM (highest dose often 46.1 µM), for the others: top-dose re-replication activation, usual class: activators. SW480 DNA re-replication, Hoechst DNA content imaging, 48 h. hit rate 1.8% among 340,000. AID 624297; also: % of control where 0% means no effect; nearly all actives have a fitted effect of over 55% in size
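Hoechst fluorescence of nuclei (405 nm excitation, 500-530 nm emission) measured by plate-scanning imager after 48 hr compound exposure at 37 C; re-replication scored as increased number of nuclei with elevated intensity.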
HT1080 IDH1KD tx – HT-1080 IDH1 knockdown cell toxicity (counter line); HT-1080 IDH1 knockdown viability, ATP luminescence, 48 h; Potency, µM (highest dose often 46.1 µM), without a hit: at the top dose activity, negative = toxicity, usual class: cytotoxic; hit rate 2% among 360,000;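 also: 0% = DMSO wells and -100% = cell-free medium wells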
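In this qHTS, HT-1080 cells depleted of IDH1 are exposed for 48 h at 37 °C to compound titrations. Toxicity is scored from CellTiter-Glo luminescence, with DMSO as full viability and medium alone as none.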
GLP1R cytotox – cytotoxicity in counter-screen for GLP-1R inverse agonists | Potency, µM (series often up to 38.3 µM), for the others: at the top dose activity change, negative = inhibition, hits mostly inhibitors | HEK293 cAMP-luciferase reporter cells, luminescence, 24 h | hit rate 0.13% among 410,000;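 also: loss of luciferase light is scored as toxicity; % is scaled to controls: 0 for no effect and ±100 for the full control effect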
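Step one: seed cells (200 cells/uL, DMEM with 10% Nu serum, 1% pen-strep). Step two: 12-hour incubation at 37 deg C. Step three: pin 23 nL compound, incubate 24 hr. Step four: add luciferase reagent, read luminescence 12 min later.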
HT1080NT lethal – kills 2HG-producing HT-1080-NT fibrosarcoma cells; HT-1080-NT fibrosarcoma viability, CellTiter-Glo ATP luminescence, 48 h; Potency, µM (doses to about 46.1 µM), for inactives: top-dose activity, negative = less viability, actives largely listed as cytotoxic; hit rate 1.6% among 360,000; AID 686970;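 also: NT is the 2HG producing partner of a matched IDH1 knockdown line; 0% = DMSO-treated cells and -100% = media-only wells without cells; nearly all actives have a fitted effect of over 55% in size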
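HT-1080-NT fibrosarcoma cells (2HG-overproducing), 750 cells/well in RPMI with 5% FBS, dosed after 2 h and incubated 48 h at 37C. CellTiter-Glo luminescence normalized to DMSO and no-cell wells; concentration-response curves fitted and classed.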
KB-V1 cytotox – KB-V1 MDR subline cytotoxicity; AID 1347076; hit rate 3.4% among 400,000; Potency, µM (series often up to 46.1 µM), without a hit: top-dose activity change, negative = cytotoxicity, usual class: cytotoxic; KB-V1 MDR cells viability, CellTiter-Glo, 72 h; also: % is scaled to controls: 0 for no effect and ±100 for the full control effect; nearly all actives have a fitted effect of over 60% in size
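Potencies derive from concentration-effect curves fitted to normalized luminescence (CellTiter-Glo) of KB-V1 cells treated for 72 h at 37 degrees C in phenol-red-free DMEM containing 10% FBS.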
GLP-1R inv ag – inverse agonists of human GLP-1 receptor | P43220 | Potency, µM (doses to about 38.3 µM), inactives show at the highest dose activity change, negative = inhibition, most hits filed as inhibitors | AID 624417 | HEK293 GLP-1R CRE-luciferase, luminescence, 24 h; GLP-1R form is constitutively active | hit rate 1.6% among 410,000; also: % is scaled to controls: 0 for no effect and ±100 for the full control effect; nearly all actives have a fitted effect of over 55% in size
Target sequence (P43220 whole entry, looked up): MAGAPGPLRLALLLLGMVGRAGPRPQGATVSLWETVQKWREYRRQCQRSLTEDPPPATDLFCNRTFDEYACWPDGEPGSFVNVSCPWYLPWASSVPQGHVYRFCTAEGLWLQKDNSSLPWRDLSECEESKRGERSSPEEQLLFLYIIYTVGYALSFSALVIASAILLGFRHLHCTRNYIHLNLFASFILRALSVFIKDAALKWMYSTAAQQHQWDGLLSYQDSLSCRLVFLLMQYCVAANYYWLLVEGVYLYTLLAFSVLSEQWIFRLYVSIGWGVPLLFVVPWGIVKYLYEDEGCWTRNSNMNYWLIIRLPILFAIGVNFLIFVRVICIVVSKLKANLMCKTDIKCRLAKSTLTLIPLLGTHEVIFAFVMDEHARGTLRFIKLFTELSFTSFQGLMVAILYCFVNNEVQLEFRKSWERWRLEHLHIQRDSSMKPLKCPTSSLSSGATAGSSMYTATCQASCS
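qHTS in 1536-well format: reporter HEK293 cells expressing constitutive GLP-1R activity in DMEM + 10% Nu serum, 24 hr with compounds at 37 deg C, luminescence read after 12 min with detection reagent.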
GLP1R ag – agonists of human GLP-1 receptor. P43220. HEK293 GLP-1R CRE-luciferase, luminescence, 4-6 h; cells express a hypersensitive GLP-1R form. Potency, µM (titrated, usually from 45.6 µM), inactives show at the top dose activation, actives largely listed as activators. hit rate 0.007% among 380,000. AID 624172; also: % of control where 0% means no effect
* = called active by the depositor; u = inconclusive; x = no result given; [ ] = remark or other dose. Calls follow the shape of the dose curve; as a rule, active = well fitted curve in the direction sought with a large enough effect; inconclusive = small, poorly fitted or top-dose-only effect, or another doubt; inactive = no such curve, though single readings can be large; an effect the other way counts as inactive or inconclusive. Potency is read from the fitted curve at half-maximal effect.

Letters: A = KB-3-1 tox; B = TDP-43 yeast inh; C = SW480 rereplic; D = HT1080 IDH1KD tx; E = GLP1R cytotox; F = HT1080NT lethal; G = KB-V1 cytotox; H = GLP-1R inv ag; I = GLP1R ag
1	COc1cc(NC(=O)C2CC(=O)NC3=C2C(=O)CCC3)cc(OC)c1 (stereo not drawn)
  A = -2%	B = -15%	C = -6%	D = -1%	E = 8%	F = 10%	G = -13%	H = 0%	I = -11%

2	CNC(=O)Cn1nc(-c2ccc(C)c(S(=O)(=O)N(C)C)c2)c2ccccc2c1=O
  A = 17%	B = 22%	C = -7%	D = 5%	E = -11%	F = 2%	G = 12%	H = 24%	I = -3%

3	CCCOc1ccc(C(=O)C(c2ccccc2)N2CCOCC2)cc1 (stereo not drawn)
  A = -4%	B = -12%	C = -4%	D = -4%	E = 0%	F = -2%	G = -21%	H = u	I = 27%

4	COc1cc(OC)c(-c2cc(C(=O)NCc3ccc(F)cc3)c3c(-c4ccccc4)[nH]nc3n2)cc1OC
  A = 3%	B = 26%	C = x	D = x	E = 5%	F = x	G = -4%	H = u	I = x

5	Cc1ccc2cc(CN(Cc3ccco3)C(=O)c3ccco3)c3nnnn3c2c1
  A = -10%	B = -12%	C = 1%	D = -13%	E = -8%	F = 0%	G = -1%	H = 16%	I = 1%

6	CCN1C(=O)c2cccc3c(NC(=O)c4ccc(S(=O)(=O)N(C)C)cc4)ccc1c23
  A = -24%	B = 14%	C = -5%	D = 0%	E = -5%	F = 4%	G = -8%	H = 16%	I = 18%

7	CCOC(=O)[C@@H]1[C@H]2COc3ccccc3[C@@H]2N2C(=O)N(c3ccc(C)cc3)C(=O)[C@]12C
  A = -8%	B = 2%	C = -3%	D = 5%	E = 5%	F = 3%	G = 0%	H = 8%	I = -1%

8	CC(=O)NC1CCC(C(=O)O)(c2ccccc2)C1 (stereo not drawn)
  A = 6%	B = 5%	C = -3%	D = 9%	E = -7%	F = 13%	G = 4%	H = 7%	I = -4%

9	Cn1nccc1C(=O)NCCN1C(=O)OC(C)(C)C1(C)O (stereo not drawn)
  A = 1%	B = -20%	C = -6%	D = 14%	E = 2%	F = 9%	G = 6%	H = 0%	I = -12%

10	CCCCN1CC(=O)N2[C@H]3c4cc(Cl)ccc4OC[C@@H]3[C@H](C(=O)OCC)[C@]2(C)C1=O
  A = 2%	B = 5%	C = -4%	D = -5%	E = 18%	F = -2%	G = -16%	H = -14%	I = -2%

11	O=C(CN1C(=O)NC2(CCCCCC2)C1=O)c1cccs1
  A = 0%	B = 19%	C = -4%	D = 7%	E = 9%	F = -5%	G = -3%	H = 0%	I = 1%

12	CCCCn1c(N)c(N(CCC(C)C)C(=O)c2ccccc2-n2cnnn2)c(=O)[nH]c1=O
  A = 7%	B = -2%	C = -2%	D = 2%	E = 6%	F = 7%	G = -13%	H = -1%	I = 3%

13	CC1(c2ccc(Cl)cc2)NC(=O)N(CC(=O)Nc2ccc(F)cc2)C1=O (stereo not drawn)
  A = 10%	B = 18%	C = -6%	D = -22%	E = 12%	F = -13%	G = 3%	H = u	I = 6%

14	CCCOc1ccc(CNC(=O)c2ccc(C)c(-n3c(C)nc4cccnc43)c2)cc1
  A = -4%	B = 9%	C = x	D = x	E = 1%	F = x	G = -1%	H = -2%	I = x

15	COc1ccc(OC)c(S(=O)(=O)N2C(C)CCCC2C)c1 (stereo not drawn)
  A = 16%	B = u	C = 0%[9.22 µM]	D = -22%	E = -6%	F = -1%	G = 3%	H = u	I = 6%

16	CCc1ccc(NC(=O)c2cc3c(C)nc4ccccc4c3o2)cc1
  A = 4%	B = u	C = -6%	D = u	E = 3%	F = -9%	G = u	H = u	I = 3%

17	Cc1ccc(CSc2nncn2-c2ccccn2)cc1
  A = 0%	B = -8%	C = -6%	D = 4%	E = 3%	F = -2%	G = 2%	H = -16%	I = 16%

18	COc1ccc2c(C#N)c3ccccn3c2c1
  A = -11%	B = 17%	C = u	D = 1%	E = x	F = -1%	G = -5%	H = u	I = 17%

19	COc1ccc(-c2sc(C(=O)c3ccc(Cl)cc3Cl)cc2CC(=O)O)cc1
  A = u	B = -94%[inhibitor]	C = 9%	D = u	E = 12%	F = u	G = u	H = u	I = 0%

20	CCC(CO)NCCNC(CC)CO (stereo not drawn)
  A = 0%	B = 13%	C = -38%	D = 0%	E = 0%	F = -13%	G = 16%	H = 2%	I = -1%

21	Cc1cc(C)c2cccc(NC(=S)NC(=O)c3ccccc3)c2n1
  A = -24%	B = 14%	C = 4.1µM*	D = 2.8µM*	E = u	F = 2.5µM*	G = u	H = u	I = 16%

22	COc1ccc(NC(C)=O)cc1S(=O)(=O)N1CCN(C/C=C/c2ccccc2)CC1
  A = -15%	B = -6%	C = -42%[inhibitor]	D = 7%	E = 5%	F = 5%	G = -23%	H = 7%	I = 10%

23	O=c1ccc(Br)c[nH]1
  A = -2%	B = 5%	C = -19%	D = 16%	E = -4%	F = 6%	G = 20%	H = 7%	I = 6%

24	COc1cc(C(CC(=O)Nc2ccc(Br)cn2)N2Cc3ccccc3C2=O)cc(OC)c1OC (stereo not drawn)
  A = 2%	B = 13%	C = x	D = x	E = -9%	F = x	G = 0%	H = -12%	I = 5%

25	N#CC1(CCCN2CCCCC2)c2ccccc2CCc2ccccc21
  A = -2%	B = 9%	C = -3%	D = -5%	E = -36%	F = -16%	G = -18%	H = u	I = 13%

26	Cc1ccsc1/C=N/NC(=O)C(O)c1ccccc1 (stereo not drawn)
  A = 3%	B = 17%	C = -46%[inhibitor]	D = 1%	E = -2%	F = 2%	G = -6%	H = 9%	I = -3%

27	CC(O)CNc1nc2c(c(=O)n(C)c(=O)n2C)n1Cc1cccc(Br)c1 (stereo not drawn)
  A = u	B = -11%	C = -1%	D = -1%	E = -27%	F = 0%	G = 15µM*	H = 1%	I = 8%

28	CC(=O)Nc1c(O)n(C)c2ccccc12
  A = 0%	B = -21%	C = -3%	D = -3%	E = 7%	F = 8%	G = 0%	H = 6%	I = -5%

29	CCC1CCCCN1S(=O)(=O)c1ccc(NC(=O)c2ccncc2)cc1 (stereo not drawn)
  A = -28%	B = 29%	C = -4%	D = -14%	E = -2%	F = -17%	G = u	H = -28%	I = -1%

30	CCC(COC(=O)Nc1ccccc1)NC(=O)OC(C)C (stereo not drawn)
  A = 6%	B = -16%	C = -5%	D = 18%	E = 5%	F = 21%	G = -10%	H = -21%	I = 5%

31	CC1(C)CC(C)(c2ccc(O)cc2O)N(c2cccc(Cl)c2)C(=S)N1 (stereo not drawn)
  A = -1%	B = 14%	C = -4%	D = -13%	E = -20%	F = -1%	G = -3%	H = -14%	I = -1%

32	COc1ccc(OC)c(/C=C2\N=C(c3ccccc3)OC2=O)c1
  A = 16%	B = -4%	C = -2%	D = 4%	E = -9%	F = 2%	G = 27%	H = 10%	I = 1%

33	Cc1ccccc1NC(=S)N(Cc1ccco1)C(C)c1ccccn1 (stereo not drawn)
  A = 12%	B = -14%	C = -2%	D = -1%	E = 14%	F = -3%	G = 1%	H = 0%	I = 5%

34	COc1ccc(-c2noc(CSc3nc4sc(C)c(C)c4c(=O)n3-c3ccccc3)n2)cc1OC
  A = -1%	B = -3%	C = 27%	D = -13%	E = 8%	F = 13%	G = -27%	H = 5%	I = 5%

35	CC(C)(C)C(=O)Cn1c(=N)n(Cc2ccccc2)c2ccccc21
  A = u	B = -29%	C = u	D = u	E = -20%	F = u	G = u	H = u	I = -2%

36	CCOC(=O)[C@]12CCCC=C1N(Cc1ccc(Cl)cc1Cl)C(=O)[C@H](CC(=O)NCCCN1CCCC1=O)C2
  A = 18%	B = 15%	C = x	D = 10%	E = 6%	F = 2%	G = -32%	H = 0%	I = 11%

37	O=C(NCCCN1CCCC1)c1ccc2c(c1)N(Cc1ccccc1F)C(=O)c1ccccc1S2(=O)=O
  A = -10%	B = 8%	C = u	D = -26%	E = -2%	F = -21%	G = u	H = u	I = 2%

38	NS(=O)(=O)c1ccc(Oc2ccc(S(N)(=O)=O)cc2)cc1
  A = 2%	B = -18%[9.22 µM]	C = -4%	D = 1%	E = 4%	F = 6%	G = 0%	H = 2%	I = 8%

39	CSCC[C@H](NC(=O)OC(C)(C)C)C(=O)N1CCC(C(=O)N[C@@H](C)C(=O)O)CC1
  A = 0%	B = 0%	C = 1%	D = -14%	E = 6%	F = -1%	G = 0%	H = 0%	I = -7%

40	CCc1ccc(N(CC(=O)N2CCCCCC2)S(C)(=O)=O)cc1
  A = -4%	B = 3%	C = 1%	D = 13%	E = 0%	F = 22%	G = -6%	H = -4%	I = 1%

41	O=C(CC1CCC1)NC(c1ccccc1)c1ccccc1
  A = -9%	B = x	C = u	D = 17%	E = -12%	F = 16%	G = -35%	H = u	I = -3%

42	CCOC(=O)C(NC(=O)CC)C(O)c1cccc([N+](=O)[O-])c1 (stereo not drawn)
  A = 13%	B = -16%	C = -10%	D = 8%	E = -1%	F = 0%	G = -8%	H = 6%	I = -1%
